PGC1a acetyl inh: modulators of PGC1a acetylation | U2OS PGC1a acetylation, AlphaScreen anti-acetyl-lysine; with virally co-expressed GCN5 acetyltransferase | inhibition, % at 15.6 µM | 350,000 tested, 0.17% active;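 active = every replicate shows inhibition of at least 40%; inconclusive = mean inhibition at least 40% but some replicate below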;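 note: 0% = neutral control wells and 100% = positive control wells; some results beyond the cut were filed as inactive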
Cneo AK release: Cryptococcus neoformans lysis via adenylate kinase release. C. neoformans lysis, adenylate kinase release luminescence, 4 h; normalised: neutral wells 0, clomiphene wells 100. lysis activity, % at 15 µM. 360,000 tested, 0.2% active. AID 651654;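 active = mean lysis activity across replicates of at least 80%, whatever share of replicates individually reach that level; inactive = mean lysis activity below 80%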
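Assay system: log-phase C. neoformans yeast / Quantity: yeast cell density of 5 × 10^6 cells/mL / Medium: fresh YPD growth medium / Compound: single dose / Timing: static 4 h at 37 °C with compound, 1 h detection / Measured by: adenylate kinase release luminescence / Read-out: lysis from increased AK signal / Benchmarks: Clomiphene as positive lysis control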
miR122 inh: inhibitors of miR-122 in Huh7 cells; Huh7 miR-122 Renilla luciferase sensor, 48 h; neutral wells = 0, positive control = 100; activation (reporter increase), % at 12.5 µM; 340,000 tested, 0.3% active; AID 602342;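 active = mean replicate activation score at least 90 and every replicate individually at or above 90; inconclusive = only one of the two criteria met; inactive = neither criterion met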;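 note: higher luciferase means less miR-122 activity so hits act as miR-122 inhibitors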
LGR2 antag: blocks bursicon-induced cAMP signaling via Drosophila LGR2. HEK293 LGR2, CRE-luciferase, bursicon-stimulated, 4 h. inhibition, % at 9.99 µM. 380,000 tested, 0.35% active. AID 720647;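 active = drop in luminescence signal, shown as inhibition above about 50% in the replicate tests, limit read from the data, passing the limit was not always enough; inconclusive = probably only some replicates passing the limit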;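 note: agonist challenge used bursicon conditioned medium at about half maximal strength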
FN deposit inh: fibronectin deposition inhibition | AH1F fibroblasts, Alexa488-fibronectin deposition fluorescence, overnight | inhibition, % at 12.6 µM | 350,000 tested, 0.086% active | AID 743247;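 active = mean inhibition across replicates of 30% or more, regardless of how many single replicates reach that level; inconclusive = mean under 30% yet at least half of replicates reach 30%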;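 note: positive control wells lacked labelled fibronectin entirely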
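Assay system: AH1F fibroblast monolayer, labelled fibronectin deposition. Amount: 10000 cells per well. Also added: labelled fibronectin 24 nM. Compound: single-point pinned compound. Incubation: cell attachment 1 h, compound and FN exposure overnight. Detection: fluorescence after three HBSS washes, excitation 485 nm, emission 525 nm. Read-out: inhibition of fibronectin deposition signal.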
PAX8 reporter: PAX8 transcriptional activity inhibition | inhibition, % at 12.6 µM | 360,000 tested, 1.2% active | RMG-I TPO-luciferase reporter, SteadyGlo, 24 h;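 active = mean replicate inhibition at least 60% with every replicate also reaching 60%; inconclusive = only one of the two criteria is met; inactive = mean below 60% and not all replicates reaching 60%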;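 note: luciferase light reporting Pax8 driven TPO promoter activity; plate controls were median of neutral control wells for no effect and mitoxantrone controls for full effect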
EWS-Fli block: blocks EWS/Fli oncoprotein-driven transcription; 350,000 tested, 0.67% active; inhibition, % at 12.6 µM; A673 NR0B1-luciferase reporter, viability-normalised;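 active = mean inhibition of at least 50% after viability correction, with every replicate also passing that limit; inconclusive = mean reaches 50% but only one of two replicates passes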;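 note: firefly luciferase signal divided by Alamar Blue viability fluorescence both relative to DMSO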
CASP6 VEID inh: caspase-6 (human) enzyme inhibition. purified caspase-6, Z-VEID-R110 cleavage fluorescence. inhibition, % at 12.5 µM. 350,000 tested, 0.53% active;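 active = mean inhibition across replicates at least about 35%, with every replicate also reaching that limit, limit read from the data; inconclusive = only one of the two criteria met; inactive = neither criterion met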;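 note: 0% = median of neutral control wells and 100% = no fluorescence left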
Target sequence (P55212 24-179 limits assumed): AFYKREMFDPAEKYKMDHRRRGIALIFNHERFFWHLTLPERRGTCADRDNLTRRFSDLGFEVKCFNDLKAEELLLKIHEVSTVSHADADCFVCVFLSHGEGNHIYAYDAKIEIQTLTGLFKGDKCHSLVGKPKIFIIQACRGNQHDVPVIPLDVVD
Target sequence (P55212 194-293 limits assumed): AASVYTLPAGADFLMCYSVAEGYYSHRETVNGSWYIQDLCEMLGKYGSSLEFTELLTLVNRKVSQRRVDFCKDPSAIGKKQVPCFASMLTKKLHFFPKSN
* hit, by the source's call; ? = inconclusive; . = no result given; [ ] = dose if it differs, or a comment.

SMILES	PGC1a acetyl inh	Cneo AK release	miR122 inh	LGR2 antag	FN deposit inh	PAX8 reporter	EWS-Fli block	CASP6 VEID inh
CCOC(=O)c1ccc(S(=O)(=O)N2CCN(C3CCCC3)CC2)cc1	-15.0	.	-1.6	-13.9	-3.7	8.1	-3.1	1.6
CC(C)(C)NCc1cc(Cl)ccc1OCc1ccccc1F	.	.	.	12.2	-8.7	23.3	7.0	1.5
CCCNC(=O)N1C[C@@H]2[C@H](c3ccccc31)[C@H](CO)N2CC1CCCCC1	0.5	3.1	-7.1[16.7 µM]	-9.5	-1.3	-18.2	7.0	0.9
Cc1cccc(N=C2NN=C(c3c(C)[nH]c4ccccc34)CS2)c1	-4.6	3.2	-10.0	-0.5	7.5	74.2*	15.4	-3.9
CC(C)NC(=O)Nc1cccc2c1O[C@@H](CN(C)C(=O)Nc1ccc3c(c1)OCO3)[C@H](C)CN([C@H](C)CO)C2=O	12.3	-0.7	-0.2[16.7 µM]	15.7	.	.	-7.0	-1.5
Oc1ccccc1N1CCN(c2ncnc3scc(-c4ccc(F)cc4)c23)CC1	3.3	-3.2	-8.5	7.4	-0.4	28.9	16.1	-1.4
COc1ccc(S(=O)(=O)N[C@@H]2C=C[C@@H](CC(=O)O)O[C@H]2CO)cc1	2.8	1.6	.	0.8	-4.4	-24.3	0.6	-0.6
CC(C)CC#Cc1cnc2c(c1)C(=O)N([C@H](C)CO)C[C@H](C)[C@@H](CN(C)C(=O)c1ccccc1F)O2	-6.4	.	0.3[16.7 µM]	-22.3	-0.4	.	9.7	.
CC(=O)Oc1cccc(C(=O)Nc2ccc3c(c2)C(=O)N(CC2CCCO2)C3=O)c1 (centres undefined)	.	-6.3	.	-32.3	.	-0.4	-22.5	-1.0
Cc1ccccc1C(=O)N1CCC(C(=O)Nc2sccc2C(N)=O)CC1	.	-1.3	.	.	1.2	17.4	-1.7	2.4
COc1ccc(CNC(=O)c2ccc(Cl)c(NC3=NC4CS(=O)(=O)CC4S3)c2)cc1 (centres undefined)	.	-1.9	.	-3.3	-4.3	-17.8	1.4	-1.6
Cc1ccc(C(=O)Nc2ccc(Cl)cn2)cc1	2.6	-8.4	.	-41.9	.	.	42.5	-1.4
CCc1ccc(NC(=O)Nc2c(C)n(C)n(-c3ccccc3)c2=O)cc1	-3.2	1.2	2.0	8.2	2.1	-28.6	4.1	0.1
Cc1noc(C)c1S(=O)(=O)N(C)C[C@@H]1Oc2ccc(NS(=O)(=O)c3ccc(Cl)cc3)cc2CC(=O)N([C@H](C)CO)C[C@H]1C	1.1	-1.8	2.9[16.7 µM]	-14.6	-21.7	-0.3	1.3	.
CCOc1ccc(NC(=S)N2CCC(NC(=O)C3CCCCC3)CC2)cc1	.	.	-13.6	-5.0	1.9	-7.2	-4.3	2.9
CCOC(=O)CN1CC23C=CC(O2)C(C(=O)NCc2ccc(C)cc2)C3C1=O (centres undefined)	0.2	1.4	-2.6	-10.5	3.6	4.9	2.5	-1.6
COc1ccc2c3c([nH]c2c1)[C@@H](CO)N(Cc1ccccc1)CC31CN(S(=O)(=O)c2ccc(C)cc2)C1	-4.7	.	.	10.4	.	.	-3.7	-0.4
O=S1(=O)CC(N2CCCCC2)CN1Cc1ccccc1 (centres undefined)	20.2	0.1	-2.2	-5.5	-5.9	16.3	13.5	-8.2
Cc1cccc(-c2oc(C)c(C)[n+]2[O-])c1	-1.8	-0.3	15.4	4.6	4.9	.	.	.
CSc1nc(N2CCN(c3ccccc3)CC2)cc(N2CCN(c3ccccc3)CC2)n1	-3.3	-0.2	-0.2	24.2	4.9	4.9	-13.5	-2.1

Complete entries as entered above. Values in the order: PGC1a acetyl inh | Cneo AK release | miR122 inh | LGR2 antag | FN deposit inh | PAX8 reporter | EWS-Fli block | CASP6 VEID inh
CC(C)CC#Cc1cnc2c(c1)C(=O)N([C@H](C)CO)C[C@H](C)[C@@H](CN(C)C(=O)c1ccccc1F)O2 is entered as -6.4 | . | 0.3[16.7 µM] | -22.3 | -0.4 | . | 9.7 | .
CC(=O)Oc1cccc(C(=O)Nc2ccc3c(c2)C(=O)N(CC2CCCO2)C3=O)c1 (centres undefined) is entered as . | -6.3 | . | -32.3 | . | -0.4 | -22.5 | -1.0
Oc1ccccc1N1CCN(c2ncnc3scc(-c4ccc(F)cc4)c23)CC1 is entered as 3.3 | -3.2 | -8.5 | 7.4 | -0.4 | 28.9 | 16.1 | -1.4

(continued)
SMILES	PGC1a acetyl inh	Cneo AK release	miR122 inh	LGR2 antag	FN deposit inh	PAX8 reporter	EWS-Fli block	CASP6 VEID inh
O=C(Nc1cccc2cccnc12)c1cccc2ccccc12	-4.6	3.5	17.1	5.9	.	.	-43.1	0.2
CC(C)[C@H](NC(=O)N1CCn2c1nc1ccccc12)C(=O)NC1CC1	.	-7.1	.	4.5	12.7	4.7	3.6	4.9
COc1ccc(NC(=O)N2CC(=O)N3[C@H](C2)[C@@H](c2ccc(C4=CCCC4)cc2)[C@@H]3CO)cc1	8.9	.	.	5.2	.	.	-8.0	0.2
COc1ccccc1CN(C)C(=O)c1cnc(C)cn1	-4.0	-2.5	8.2	10.1	6.5	13.2	-11.4	2.1
CC(C)(C)C(=O)OCc1nc(-c2ccc(F)cc2)cs1	-11.3	-1.9	6.8	-87.8	-4.0	-101.2	-0.2	4.7
CCc1ccc2c(c1)NC(=O)C2(C)Cc1cccc(F)c1 (centres undefined)	.	-1.2	-3.4	-10.5	-6.0	1.7	1.4	2.2
Cc1cc(SCc2ccccc2Cl)nc(=O)[nH]1	4.1	-6.4	2.5	6.0	7.8	12.6	1.2	-0.7
COc1ccc(N2CCN(C(=O)C(CCSC)N=C3NS(=O)(=O)c4ccccc43)CC2)cc1 (centres undefined)	0.0	4.3	2.4	.	3.6	.	.	.
O=C(N/N=C/c1ccncc1)c1cc([N+](=O)[O-])cc([N+](=O)[O-])c1	.	1.4	3.0	11.8	6.9	-12.8	.	.
CCOC(=O)c1ccc(S(=O)(=O)N2CCC(C(=O)OCC)CC2)cc1	-8.8	-0.6	.	-4.4	.	.	5.7	8.0
CCCc1cc(=O)oc2cc(C)cc(OCC(=O)Nc3ccc(S(N)(=O)=O)cc3)c12	-9.2	-2.0	4.6	15.4	-1.6	14.7	14.7	-7.3
CC(=O)Nc1cccc(/C(C)=N/NC(=O)c2ccc(NS(=O)(=O)c3cccs3)cc2)c1	-0.1	-1.2	.	3.5	-1.6	-6.7	4.3	-2.0
O=C1C2CCCCN2C(=O)N1CCCN1CCN(c2ccc(F)cc2)CC1 (centres undefined)	-0.2	6.9	-1.1	-8.3	0.0	-8.0	-10.0	-4.4
Brc1ccc2nc(-c3ccccc3)c(Cc3ccsc3)n2c1	0.9	-1.2	-0.4	-92.1	-2.0	-63.6	-77.9	32.9
C=CCn1c2ccccc2c2nn(C)c(=S)nc21	-14.3	-2.0	-1.1	-15.2	6.0	-3.9	-7.6	2.0
Cc1onc(-c2ccccc2Cl)c1C(=O)NNC(=O)c1ccc(F)cc1	.	6.8	7.9	8.7	-3.8	22.3	-3.9	-0.2
COc1ccc(OC)c(S(=O)(=O)Nc2ccc3c(c2)OCCO3)c1	.	-0.8	64.0	11.4	-7.1	-18.7	16.2	-5.0
C=CCN1C=C2C(=O)C(C)(OC(=O)c3ccc(OC)cc3)C(=O)C(c3ccco3)=C2C=C1CCCC (centres undefined)	-4.6	-0.3	2.1	0.0	0.8	-15.2	-1.8	.
CNC(=O)c1cc(S(=O)(=O)Nc2ccc3c(c2)OCCO3)ccc1C	-12.2	0.1	4.8	-2.7	-1.5	11.7	6.6	-1.2
O=C(OCc1cn(Cc2ccccc2)nn1)c1ccccc1	-1.2	-10.1	-4.0	2.9	-21.4	-8.6	3.5	-0.5
O=C(NC(=S)NCCC1=CCCCC1)c1cccnc1	-13.7	.	.	.	3.2	-25.3	-6.0	1.0
O=C1C(CCCNC(=S)NCc2ccccc2)NC(=S)N1Cc1ccccc1 (centres undefined)	-0.7	-4.9	29.5	9.2	.	-6.1	9.5	-0.3
CC(=O)c1cccc(OCC(=O)Nc2cc(S(=O)(=O)N3CCOCC3)ccc2N2CCCC2)c1	.	.	.	15.7	0.9	-6.3	2.1	-1.7
COc1cccc(OC)c1C(=O)N1CCN(c2ccccn2)CC1	8.6	2.6	.	12.5	.	.	4.4	1.6
O=C(COC(=O)c1cccnc1Cl)NCCC1=CCCCC1	.	0.3	-11.1	-8.8	-8.8	10.0	3.7	-2.0
C[C@H](CO)N1C[C@H](C)[C@H](CN(C)Cc2ccncc2)Oc2cc(-c3cccnc3)ccc2S1(=O)=O	10.3	-3.3	1.1[16.7 µM]	7.0	3.3	.	4.9	-1.5
O=C(CNC(=O)c1ccc(Br)o1)OCC(=O)c1cccc([N+](=O)[O-])c1	-0.6	.	.	8.3	4.1	-17.9	3.4	-0.4
COc1cccc(NC(=O)N[C@@H]2C=C[C@@H](CC(=O)N3CCOCC3)O[C@@H]2CO)c1	.	.	.	-4.9	-10.1	.	3.6	2.3
COCCNC(=O)C1(C)CCCN(C(=O)c2ccccc2OC)C1 (centres undefined)	4.1	-0.6	-1.4	-4.5	-0.1	-3.3	-43.5	-4.1
CC(C)c1ccc(NC(=O)c2cccc(Br)c2)cc1	-8.4	0.0	18.6	-138.2	13.1	-166.0	-70.8	-1.5
CCC(C)NS(=O)(=O)c1ccc(-c2csnn2)s1 (centres undefined)	-10.4	0.4	15.4	-1.6	.	.	.	.
COCC(=O)N(C)C[C@H]1Oc2cc(C3=CCCCC3)ccc2S(=O)(=O)N([C@@H](C)CO)C[C@H]1C	1.8	0.7	-7.8[16.7 µM]	17.6	.	.	-12.6	0.7
OC[C@@H]1[C@@H](c2ccc(-c3cccnc3)cc2)[C@@H]2CN(Cc3ccccn3)CCCCN12	2.5	-0.3	36.7[16.7 µM]	-1.7	-4.6	13.2	9.4	-0.7
N#C[C@H]1[C@H](c2ccc(-c3ccccc3F)cc2)[C@@H](CO)N1C(=O)Cc1ccccc1	-8.8	0.4	.	-25.5	-17.1	?	62.1*	0.9
COc1c(C)cc(C(=O)C2CCCN(Cc3cccc4nccnc34)C2)cc1C (centres undefined)	.	.	.	34.9	3.8	3.7	11.2	0.0
Cc1ccccc1NC(=O)c1cccc(S(=O)(=O)N2CCOCC2)c1	6.3	2.0	4.1	-30.0	-10.9	-23.0	4.3	-0.1
COCc1cn(CC[C@@H]2CC[C@@H](NC(=O)Nc3c(C)noc3C)[C@H](CO)O2)nn1	-6.9	-0.7	-4.2[16.7 µM]	23.6	-2.9	-6.4	-2.8	-0.4
O=C(Oc1cccc2cccnc12)c1cccc(-n2cnnn2)c1	-6.1	11.7	-3.0	.	8.0	-1.7	.	.
NCCCNc1ccc([N+](=O)[O-])cc1C(F)(F)F	-2.2	.	.	0.7	-0.8	9.7	7.3	-4.3
COc1ccc(S(=O)(=O)N2CC[C@@H]3[C@H](CO)Nc4ccc(Br)cc4[C@@H]32)cc1	9.4	3.8	2.5[16.7 µM]	33.6	-10.5	-13.9	4.8	.
COc1ccccc1N=Nc1c(C)[nH][nH]c1=O	4.3	-0.8	-14.6	-11.6	5.7	-16.5	-22.4	-4.1
COc1ccc(C(=O)NCCN2CCOCC2)cc1S(=O)(=O)Nc1ccc(C)cc1	-7.4	-3.3	15.7	5.4	0.8	15.5	0.8	5.5
